G9a block: inhibitors of human histone lysine methyltransferase G9a; AID 504332; Potency, µM (top dose mostly 102 µM), for inactives: at the highest dose activity, negative = inhibition, most hits filed as inhibitors; G9a H3K9 monomethylation, AlphaScreen, 2 h; Q96KQ7; 350,000 tested, 8.8% active; note: potency is the fitted concentration of half-maximal effect; % is set by controls: 0 for no effect and ±100 for the full control effect; nearly all actives have a fitted effect of over 75% in size
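Compounds were preincubated with 20 nM G9a for 15 min, after which biotinylated H3K9 peptide (500 nM) and SAM (20 uM) started a 2 h room-temperature reaction. Monomethylated product was quantified by antibody-based AlphaScreen chemiluminescence.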
HP1b chromo inh: blocks HP1-beta chromodomain binding to methylated histone tails; AID 540317; P83916; Potency, µM (highest dose often 114 µM), for the others: at the top dose activity change, negative = inhibition, most hits filed as inhibitors; 390,000 tested, 0.56% active; AlphaScreen HP1-beta / biotin-H3K9me3 peptide binding; note: potency is the fitted concentration of half-maximal effect; nearly all actives have a fitted effect of over 70% in size; inactives centre near 23
Target sequence (P83916 whole entry, looked up): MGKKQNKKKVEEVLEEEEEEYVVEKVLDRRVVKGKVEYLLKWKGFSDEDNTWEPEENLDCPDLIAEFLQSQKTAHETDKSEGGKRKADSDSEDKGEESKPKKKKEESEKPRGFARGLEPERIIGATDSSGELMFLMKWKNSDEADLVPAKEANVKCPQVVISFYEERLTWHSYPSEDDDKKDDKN
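Compound inhibition of the preformed complex between 50 nM HP1-beta and 50 nM biotinylated H3K9me3 peptide was read by AlphaScreen. Buffer was PBS pH 7.4 with 0.01% Tween-20. Incubations ran 30 min at room temperature, with 10 ug/mL donor/acceptor beads.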
ALOX12 inh: inhibitors of human 12S-lipoxygenase ALOX12; 580,000 tested, 1.1% active; Potency, µM (doses to about 108 µM), for the others: at the highest dose activity change, negative = inhibition, most hits filed as inhibitors; purified 12hLO, xylenol orange hydroperoxide absorbance; P18054; note: potency is the fitted concentration of half-maximal effect; % is set by controls: 0 for no effect and ±100 for the full control effect
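Purified human 12hLO (150 nM final) in 25 mM Hepes, 0.01% Triton X-100, pH 7.0 was preincubated 15 min at room temperature with compound. Then 40 uM arachidonic acid was added, 30 min. Hydroperoxide was read by Fe-XO absorbance ratio 573/405 nm.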
BAZ2B inh: blocks human BAZ2B. Potency, µM (doses to about 114 µM), for the others: at the highest dose activity change, negative = inhibition, most hits filed as inhibitors. AID 504333. 360,000 tested, 4.4% active. Q9UIF8. AlphaScreen BAZ2B-H3K14Ac peptide displacement; note: potency is the fitted concentration of half-maximal effect; % is set by controls: 0 for no effect and ±100 for the full control effect; nearly all actives have a fitted effect of over 60% in size
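Multi-concentration screen (max 110 uM) measuring displacement of acetylated histone H3 peptide from BAZ2B by AlphaScreen, using 50 nM protein, 50 nM peptide and 10 ug/mL streptavidin donor plus Ni-chelate acceptor beads.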
PI4K2A inh: inhibitors of human PI4K2A | Q9BTU6 | purified PI4K2A, ADP-Glo luminescence, 1 h; active compounds read low | activity change, negative = inhibition, % at 76.9 µM | 420,000 tested, 0.13% active | AID 1346378; in the data active = activity change below about -50%; inconclusive = mostly about -30% to -49%;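 note: -100% = wells without enzyme as full effect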
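PI4K2A activity was measured by ADP-Glo luminescence: enzyme (4 ug/mL stock) and phosphatidylinositol (1.2 mM stock) in Tris pH 7.5/MgCl2/EGTA/Triton X-100 buffer were reacted with ATP (300 microM stock) for one hour at ambient temperature.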
RGS4 inh: blocks human RGS4-accelerated GTP hydrolysis | P49798 | 390,000 tested, 0.039% active | Potency, µM (titrated, usually from 114 µM), for the others: at the highest dose activity change, negative = inhibition, usual class: inhibitors | Transcreener GDP fluorescence polarization, RGS4-accelerated GTP hydrolysis; note: potency is the fitted concentration of half-maximal effect; % is set by controls: 0 for no effect and ±100 for the full control effect; nearly all actives have a fitted effect of over 75% in size; some results filed as inactive show a strong effect at the top dose
Target sequence (P49798 whole entry, looked up): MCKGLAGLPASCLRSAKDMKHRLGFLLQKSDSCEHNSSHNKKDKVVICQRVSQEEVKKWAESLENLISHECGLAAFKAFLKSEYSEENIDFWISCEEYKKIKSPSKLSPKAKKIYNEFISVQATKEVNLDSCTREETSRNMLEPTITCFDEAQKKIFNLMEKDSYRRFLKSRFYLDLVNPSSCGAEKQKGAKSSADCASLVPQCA
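MLSMR compounds (23 nl, pin-transferred) preincubated 10 min at room temperature with a 500nM (2x) first reagent, then RGS4 at 900nM (2x) plus Transcreener GDP mix added; fluorescence polarization (620/688 nm) read before and after 90 min at 30 °C.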
GLS inhibitor: glutaminase GLS (human) inhibition. Potency, µM (titrated, usually from 45.5 µM), without a hit: top-dose activity change, negative = inhibition, actives largely listed as inhibitors. GLS enzymatic activity, qHTS titration. AID 624170. O94925. 410,000 tested, 0.21% active; note: potency is the fitted concentration of half-maximal effect; % is set by controls: 0 for no effect and ±100 for the full control effect
Target sequence (O94925 whole entry, looked up): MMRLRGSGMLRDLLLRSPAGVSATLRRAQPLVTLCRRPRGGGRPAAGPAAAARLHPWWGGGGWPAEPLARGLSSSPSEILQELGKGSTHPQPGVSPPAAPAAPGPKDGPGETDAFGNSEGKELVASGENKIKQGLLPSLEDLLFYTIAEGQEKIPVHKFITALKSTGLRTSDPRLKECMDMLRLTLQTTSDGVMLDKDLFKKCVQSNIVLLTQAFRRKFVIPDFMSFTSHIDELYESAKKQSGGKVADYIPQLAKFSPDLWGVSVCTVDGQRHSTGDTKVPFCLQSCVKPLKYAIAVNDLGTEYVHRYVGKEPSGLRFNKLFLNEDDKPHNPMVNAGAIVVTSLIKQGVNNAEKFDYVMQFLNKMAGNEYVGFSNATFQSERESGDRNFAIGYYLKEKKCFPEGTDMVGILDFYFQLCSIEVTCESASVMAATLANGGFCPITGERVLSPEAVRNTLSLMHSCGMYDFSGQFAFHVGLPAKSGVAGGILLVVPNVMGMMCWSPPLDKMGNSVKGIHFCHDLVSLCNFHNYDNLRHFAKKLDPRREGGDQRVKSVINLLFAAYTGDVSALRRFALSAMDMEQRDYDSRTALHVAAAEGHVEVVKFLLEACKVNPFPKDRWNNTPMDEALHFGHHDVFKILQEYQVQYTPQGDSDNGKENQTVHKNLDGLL
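hKGA; 45 mM KH2PO4 pH 8.2 + 0.02% Tween-20; cpd via pin tool; 1 mM Gln soln; GluOx/HRP/Amplex Red; RT 30 min; fluor. t0 & final.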
ERG Ets-DNA blk: inhibitors of human ERG Ets domain-DNA interaction; P11308; fluorescence polarization, His-ERG Ets domain / labelled DNA; Potency, µM (titrated, usually from 76.9 µM), for inactives: at the highest dose FP activity, negative = inhibition, hits mostly inhibitors; 370,000 tested, 0.028% active; active = well fitted inhibition curve with a large enough effect in the polarisation, with a control signal flat; inconclusive = small, poorly fitted or top-dose-only effect, or effect the other way, or a change in a side signal; inactive = no such curve, though single readings can be large or run the other way; the % refers to the polarisation;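 note: polarization taken with two DNA probes labelled with fluorescein and Texas red; potency is the fitted concentration of half-maximal effect; % of control where 0% means no effect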
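His-tagged ERG Ets domain (1 uM in the protein solution; 300mM KCl, 50mM Tris-HCl, 1mM EDTA, 1mM DTT, pH 7.5) received compound, then a probe mix of 5 nM fluorescein-DNA and 100nM Texas-615-DNA. Fluorescence polarization was read for both dyes.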
JMJD2A Tudor inh: inhibitors of human JMJD2A Tudor domain; Potency, µM (doses to about 114 µM), for inactives: top-dose activity change, negative = inhibition, usual class: inhibitors; AID 504339; AlphaScreen JMJD2A-Tudor / H3K4me3 peptide binding; O75164; 390,000 tested, 4.4% active; note: potency is the fitted concentration of half-maximal effect; % is set by controls: 0 for no effect and ±100 for the full control effect; nearly all actives have a fitted effect of over 50% in size
* marks the source's active call; other numbers are inactive results; ? = inconclusive; / = not tested or not shown; & = joins results of further samples; [ ] = remark or other dose. Unless noted, calls come from the whole dose curve; as a rule, active = well fitted curve in the direction sought with a large enough effect; inconclusive = small, poorly fitted or top-dose-only effect, or another doubt; inactive = no such curve, though single readings can be large; an effect the other way counts as inactive or inconclusive.

Fields – G9a block	HP1b chromo inh	ALOX12 inh	BAZ2B inh	PI4K2A inh	RGS4 inh	GLS inhibitor	ERG Ets-DNA blk	JMJD2A Tudor inh
> O=C(COc1ccccc1)NCC(=O)Nc1cccc2ccccc12
 : -1%[59 µM]	6%	0%	-7%	1	26%	16%	/	-10%
> CCc1cccc(NC(=O)CCc2c(C)nn(-c3ccc(N4CCOCC4)nn3)c2C)c1
 : 31%	34%	6%	-13%	-5	-30%	0%	-8%	-15%
> C=CCn1cc(/C=N/Nc2nc3ccccc3[nH]2)c2ccccc21
 : 50µM*	?	?	40µM*	1	-25%	?	-3%	40µM*
> Cn1c(SCC(=O)NCC2CCCO2)nnc1-c1ccc(S(=O)(=O)N2CCCC2)cc1 (stereo not drawn)
 : -44%	15%	1%[57.4 µM]	-1%	-2	17%	3%	/	-6%
> O=C(c1ccccc1)N1CCCC(c2nc3c(nnn3Cc3ccccc3)c(=O)[nH]2)C1 (stereo not drawn)
 : -42%[12.7 µM]	-2%	-25%	1%	-3	2%	4%	5%	-15%
> CCOc1ccccc1C(=O)Nc1cccc2ccc(C)nc12
 : -5%[59 µM]	14%	-1%	-3%	-3	8%	-2%	-6%	-14%
> Cc1ccccc1NC(=O)Cn1cc(S(=O)(=O)N2CCCC2)c(S(=O)(=O)N2CCCC2)c1
 : -9%[59 µM]	24%	-18%	4%[57.1 µM]	-3	-38%	-8%	4%	-5%
> CCOc1ccc(NC(=O)COc2ccc(C(=O)N3CCC(C(N)=O)CC3)cc2OC)cc1
 : 4%[0.501 µM]	33%	-1%	-2%	-1	5%	1%	-2%	-6%
> Cc1ccc(NS(=O)(=O)c2ccccc2Cl)c2c1CC(C)(C)O2
 : 55%	66%[activator]	0%	-4%	-9	-10%	11%	-16%	11%
> CCOC(=O)NNC(=O)C1CCC(C)CC1 (stereo not drawn)
 : 14%&13%[59 µM]	33%&6%	0%&-3%	-15%&6%	-4&3	4%&5%	15%&-4%	12%&-4%	-10%&-12%
> O=C(Cn1ncc2c3ccccc3n(Cc3ccc(Cl)cc3)c2c1=O)NCCCc1ccccc1
 : 4%[59 µM]	39%	6%	-15%	-2	0%	-3%	1%	-1%
> COc1cccc(C2C(C(=O)Nc3ccccc3OC)=C(C)Nc3nc(-c4ccco4)nn32)c1 (stereo not drawn)
 : 25%[59 µM]	-5%	-19%	-24%	-2	12%	4%	-8%	?
> C=Cn1c(C(=O)O)ccc1-c1ccc(OC)cc1
 : /	-20%	-6%	-11%	-8	1%	0%	4%	-17%
> CCOc1ccc(NC(=O)CC2C(=O)N(c3cccc(C)c3)C(=O)N2CCC2=CCCCC2)cc1 (stereo not drawn)
 : 0%[59 µM]	43%[activator]	?	-12%	-2	13%	2%	2%	?
> CC(C)c1c(C(=O)N/N=C/c2ccc(OCc3ccccc3)cc2)nnn1-c1nonc1N
 : 23%	40%[activator]	10%	-6%[57.1 µM]	1	4%	-6%	-5%	-7%
> CCO[C@@H]1OC(C(=O)N2CCN(Cc3ccccc3)CC2)=C[C@H](c2ccc(Br)cc2)[C@H]1CCCO
 : -1%[59 µM]	16%	-12%	-27%	3	4%	-1%	5%	-29%
> CN(C)Cc1c(C(=O)N/N=C/C=C/c2ccccc2)nnn1-c1nonc1N
 : -40%	39%[activator]	8%	-24%	-7	-9%	-9%	-2%	-14%
> CCn1cc(S(=O)(=O)CC(=O)Nc2cccc(C)c2)c2ccccc21
 : ?	33%	6%	-2%	0	0%	-3%	0%	-5%
> COc1cccc(NC(=O)CCc2c(C)nn(-c3ccc(N4CCOCC4)nn3)c2C)c1
 : 18%	76%[activator]	-30%	-12%[57.1 µM]	2	24%[11.4 µM]	-18%	3%	-18%
> CCN(CC)S(=O)(=O)c1cccc(NC(=O)COC(=O)CNC(=O)c2cccc(F)c2)c1
 : 5%	29%	10%	-18%	-2	-2%	0%	-4%	-14%
> Cc1nc(CNS(=O)(=O)c2ccccc2F)cs1
 : -12%	13%	28%	-9%	1	-2%	3%	3%	-14%
> N#Cc1ccsc1NC(=O)CCN1C(=O)C2CCCCC2C1=O (stereo not drawn)
 : /	5%[57 µM]	27%	/	2	1%	-4%	-4%	-12%
> COc1ccc(CNC(=O)CCC(=O)Nc2ccc(Cl)cc2)cc1
 : /	55%[activator]	0%	5%	2	-2%	0%	10%	0%
> COc1cc(CN2CCNC(=O)C2CC(=O)NCCCC2CCCC2)cc(OC)c1 (stereo not drawn)
 : 71µM*	21%	-10%	-22%	3	-2%	-13%	4%	-26%
> O=C(Nc1ccc(-c2nc3cccnc3s2)cc1)c1ccco1
 : ?	42%[activator]	9%	9%	-16	-38%	3%	-1%	-8%
> Cc1c(NC(=O)CCCOc2ccccc2)cccc1[N+](=O)[O-]
 : ?	7%	25%	41%[activator]	-3	-7%	11%	1%	-24%
> O=[N+]([O-])c1ccc(CSc2ccc(S(=O)(=O)N3CCCCC3)cn2)cc1
 : /	20%	0%	/	8	-10%	-14%	-11%	-30%
> CCN(CC)S(=O)(=O)N1CCC(C(=O)NC2CCCC2)CC1
 : 5%	11%	9%	0%	2	7%	2%	-3%	-13%
> C/C(=N/NC(=O)c1ccc(Br)s1)c1ccncc1
 : 71µM*	32%	?	-20%	-2	14%	1%	1%	-12%
> CCCN(CCC)C(=S)NC1CC2C=CC1C2 (stereo not drawn)
 : -29%	50%[activator]	?	0%	-1	-2%	5%	-7%	-3%

Only G9a block, for two of the compounds above:
SMILES | G9a block
C/C(=N/NC(=O)c1ccc(Br)s1)c1ccncc1 | 71µM*
CCCN(CCC)C(=S)NC1CC2C=CC1C2 (stereo not drawn) | -29%

Further entries follow.
Fields – G9a block	HP1b chromo inh	ALOX12 inh	BAZ2B inh	PI4K2A inh	RGS4 inh	GLS inhibitor	ERG Ets-DNA blk	JMJD2A Tudor inh
> Cn1cc(C(=O)c2ccc(Cl)cc2Cl)cc1C(=O)N/N=C(\N)COc1ccccc1
 : 28%[12.7 µM]	15%	470%[activator]	-3%	14	17%	13%	-6%	-32%
> Cc1ccc(CNC(=O)C(C)n2c(=O)cc(C(F)(F)F)c3c(C)nn(C)c32)cc1 (stereo not drawn)
 : 23%[59 µM]	9%	-25%	-4%	-1	33%	-9%	-9%	-13%
> CCN(CC)S(=O)(=O)c1ccc(OCC(=O)NC(=O)c2ccccc2OC)c([N+](=O)[O-])c1
 : 59%[activator]	15%	-9%	-29%	-3	0%	-2%	2%	-15%
> COc1cccc(NC(=O)Cn2cc(S(=O)(=O)N3CCCC3)c(S(=O)(=O)N3CCCC3)c2)c1
 : -7%[59 µM]	5%	-5%	0%[57.1 µM]	-2	-4%	-5%	-4%	-29%
> CCN(CC)CCNc1ncnc2c1sc1nc(N3CCOCC3)c3c(c12)CC(C)(C)SC3
 : -24%	42%[activator]	0%	?	0	6%	/	-1%	25%
> CC(C)Cn1c(-c2ccc(Br)o2)n[nH]c1=S
 : 1.8µM*	29%	?	-9%	3	0%	-6%	-5%	4%
> O=c1[nH]c(C2CCCN(S(=O)(=O)c3ccc(F)cc3)C2)nc2c1nnn2Cc1ccccc1 (stereo not drawn)
 : -4%[2.33 µM]	27%	-9%	?	7	-14%	10%	9%	-3%
> COC(=O)C(C)Sc1nc2c(c(=O)[nH]c(=O)n2C)n1CCC(C)C (stereo not drawn)
 : -10%[59 µM]	20%	15%	-6%	3	-24%	-1%	-3%	9%
> Cc1c(C(=O)OCCN2CCCCC2)oc2ccccc12
 : 19%[59 µM]	22%	?	3%	-2	16%	3%	2%	-24%
> CCCCC(=O)OCC(=O)Nc1ccc(SC(F)F)cc1
 : 12%	61%[activator]	-3%	7%	-10	-16%	-1%	1%	19%
> Fc1ccc(NC(=S)Nc2cccnc2)cc1Cl
 : /	20%	0%	?	4	-46%	1%	-11%	0%
> CCOc1cc(S(=O)(=O)n2ccnc2)ccc1Cl
 : ?	6%	-6%	79µM*	-2	-8%	7%	-5%	6%
> Cc1c(NC(=O)CCC2CCCCC2)cc(C(=O)N2CCOCC2)cc1[N+](=O)[O-]
 : -29%	60%[activator]	0%	-11%	0	0%	-13%	7%	-9%
> Cc1noc(C)c1C(=O)NCc1ccccc1Br
 : /	37%	-7%	-5%	-7	-19%	-1%	-13%	-2%
> S=c1[nH]nc(-c2cccnc2)n1C1CCCCC1
 : 20µM*	26%	-18%	4%	0	-14%	3%	-5%	5µM*
> Cc1cc(C)nc(NC(N)=S)n1
 : ?	30%	?	-9%	0	3%[11.4 µM]	16%	1%	-4%[11.4 µM]
> COc1ccc(Cl)cc1NC(=O)CC(=O)Nc1cc(Cl)ccc1OC
 : 24%	-8%	1%	2%	5	9%	-4%	19%	-23%

These rows are one share of the data; rates above refer to the full screens.
